Bioassay records (PubChem BioAssay)
NALP3 yeast inh: NALP3 inflammasome inhibitors in reconstituted yeast, primary screen, luminescence, uHTS. actives 0.39% (n = 330,000). AID 2825, 2010. Yeast reconstituted NLRP3/ASC/caspase-1, beta-gal luminescence, 24 h. inhibition, % at 10 µM;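 active = inhibition of 50% or more; inactive = inhibition below 50%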;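 also: plate controls were induced DMSO wells for no effect and uninduced yeast grown without galactose for full effect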
APJ antag: antagonists of human apelin receptor APJ, primary screen, CHO-K1 cells, beta-arrestin complementation, luminescence; inhibition, % at 20 µM; actives 0.32% (n = 330,000); AID 2521, 2010;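 active = inhibition above about 40% at 20 µM, limit read from the data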;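 also: cells challenged with 10 nM apelin-13 agonist together with compound; plate controls were apelin-13 plus DMSO wells for no effect and DMSO wells lacking apelin-13 for full effect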
Target sequence (P35414 whole entry, looked up): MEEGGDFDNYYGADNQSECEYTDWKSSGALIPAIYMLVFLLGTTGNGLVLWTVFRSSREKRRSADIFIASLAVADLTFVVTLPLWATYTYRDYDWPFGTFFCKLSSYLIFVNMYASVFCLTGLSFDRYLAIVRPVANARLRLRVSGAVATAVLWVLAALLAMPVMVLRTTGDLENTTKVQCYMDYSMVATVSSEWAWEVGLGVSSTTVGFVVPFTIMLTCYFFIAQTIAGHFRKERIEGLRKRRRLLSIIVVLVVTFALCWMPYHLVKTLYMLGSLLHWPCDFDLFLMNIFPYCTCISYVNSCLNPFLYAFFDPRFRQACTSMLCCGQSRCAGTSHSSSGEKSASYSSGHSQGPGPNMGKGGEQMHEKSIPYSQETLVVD
beta cell repl: inducers of MIN6 beta-cell proliferation, primary screen, ATP luminescence, uHTS; proliferation, % at 10 µM; actives 0.29% (n = 330,000); MIN6 cells proliferation, ATPlite luminescence, 48 h; cells starved in 0.2% serum; 100% = growth in 10% serum;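 active = compounds whose signal lies at least 3.5 SD above the mean of all wells on their plate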;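 also: 0% = DMSO-treated cells in low-serum medium and 100% = 10% serum control; some compounds called inactive have numbers as strong as hits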
tim10-1 inh: growth inhibitors of tim10-1 mutant yeast, primary screen, luminescence, uHTS; S. cerevisiae tim10-1 ts strain growth, BacTiter-Glo, 24 h; inhibition, % at 20 µM; actives 2.2% (n = 330,000);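 active = inhibition of at least 40%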;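 also: mutant grown at 25 °C; 0% = DMSO wells with yeast and 100% = wells holding no yeast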
APJ agonist: agonists of human apelin receptor APJ, primary screen, CHO-K1 cells, PathHunter beta-arrestin, luminescence; 0% DMSO wells, 100% apelin; AID 2520, 2010; activation, % at 20 µM; actives 0.11% (n = 330,000);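 active = activation more than six SD over the plate average, tested at 20 µM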;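 also: 0% = DMSO alone and 100% = apelin-13 at 10 nM; some results filed as inactive read as strong as hits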
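Material: CHO-K1 APJ beta-arrestin complementation cell line; Input: cell density 1000 per well; Incubation: compound stimulation 90 min at 25 °C, detection 60 min; Signal: luminescence from split beta-galactosidase complementation, Galacton Star/Emerald II substrate; Controls: DMSO-only wells as negative, 10 nM Apelin-13 as positive control.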
MPTP block: mitochondrial permeability transition pore inhibitors, primary screen, biochemical, isolated mouse mitochondria, absorbance; Ca2+ swelling absorbance, 30 min; inhibition, % at 10 µM; actives 1.4% (n = 360,000);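 active = inhibition of 50% or more, scaled per plate between neutral and stimulator controls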;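 also: 0% = DMSO wells given calcium and 100% = 1 mM EGTA wells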
tim23-1 inh: growth inhibitors of tim23-1 mutant yeast, primary screen, luminescence, uHTS | S. cerevisiae tim23-1 growth, BacTiter-Glo luminescence, 24 h | inhibition, % at 20 µM | actives 1.3% (n = 330,000);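 active = growth inhibition of the mutant yeast at or above 50%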;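 also: temperature-sensitive mutant grown at 25 °C; plate controls were DMSO-treated mutant yeast for no effect and medium wells lacking yeast for full effect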
NR3A LBD binder: binders of NR3A ligand-binding domain, primary screen, biophysical, differential scanning fluorimetry, uHTS; Glutamate receptor ionotropic, NMDA 3A (GRIN3A) ligand-binding domain; NR3A LBD differential scanning fluorimetry, Tm shift; 0% = protein alone, 100% = glycine-bound protein; Tm shift relative to glycine control, % at 25 µM; actives 2.5% (n = 340,000); AID 1259313, 2017;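 active = melting temperature shift of at least 10% of the positive control shift, at one fixed dose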
TIM10 inh: growth inhibitors of isogenic TIM10 control yeast, primary screen, counter-screen for tim10-1 yeast inhibitor project, luminescence, uHTS | inhibition, % at 10 µM | S. cerevisiae TIM10 strain growth, BacTiter-Glo luminescence, 24 h | AID 463195, 2010 | actives 1.4% (n = 330,000);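 active = inhibition of 40% or more at the single tested concentration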;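 also: wild-type TIM10 isogenic control strain grown at permissive 25 °C; 0% = DMSO yeast wells and 100% = minimal medium wells without yeast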
The depositor's hits bear a star; nt = not tested or not shown.

SMILES	NALP3 yeast inh	APJ antag	beta cell repl	tim10-1 inh	APJ agonist	MPTP block	tim23-1 inh	NR3A LBD binder	TIM10 inh
O=C(OCC(=O)N1CCc2ccccc21)c1ccc(Cl)nc1	-5	-3	-1	-14	-5	-1.6	4	1	-14
CC12CC3CC(C)(C1)CC(CN1CCOCC1)(C3)C2	19	16	-1	-17	-1	1.5	-7	-1	-9
CN(Cc1ccccc1)C(=O)COC(=O)CN1C(=O)c2ccccc2C1=O	-4	-2	-2	10	-1	-0.7	6	2	5
CC(=O)Nc1ccc(NC(=O)CSc2nc(=O)n(Cc3ccncc3)c3c2CCC3)cc1	9	16	3	-1	-7	-1.1	-11	0	2
Cc1cc(C(=O)COc2cccc(-n3cnnn3)c2)c(C)n1-c1ccccc1	5	5	-6	34	-2	13	36	0	31
c1ccc(C2=Nc3ccccc3SC2c2nc3ccccc3[nH]2)cc1 (centres undefined)	-3	-6	-3	31	0	nt	26	nt	5
CCOC(=O)N1CCN(C(=O)c2ccccc2NS(=O)(=O)c2ccc(C)cc2)CC1	24	0	2	12	-3	0.6	8	0	13
COc1cc(C2c3c(oc4ccccc4c3=O)C(=O)N2Cc2ccncc2)ccc1O (centres undefined)	-2	7	-2	15	-3	-0.5	4	1	-7
CCC(C(=O)Nc1ccc(OC)c(Cl)c1)c1ccccc1 (centres undefined)	23	-6	0	26	1	1.5	41	-7	9
COc1ccc(OCCC(=O)OCC(=O)NCc2ccccc2OC)cc1	3	-7	3	16	3	-0.9	21	1	18
Cc1nn2c(-c3ccccn3)ccnc2c1Cl	0	-4	1	-5	-1	0.2	13	0	-8
CC(NC(=O)COC(=O)C1(C)CC1(Cl)Cl)c1ccccc1 (centres undefined)	8	-6	0	4	-5	-1.9	9	0	2
Cc1ccccc1Nc1nc(-c2sc(NC(=O)c3ccco3)nc2C)cs1	17	12	-7	25	-2	0.2	31	-2	11
C/C=C(\C)C(=O)N1CC2(CC(c3cccc(NC(=O)COc4ccc(Cl)cc4)c3)=NO2)C[C@@H]1C(N)=O (some centres undefined)	-2	-8	0	0	-3	1.0	-4	-3	5
CC(=O)c1ccc(NC(=O)COC(=O)c2c3c(nc4ccccc24)/C(=C\c2cccs2)CCC3)cc1	27	7	-5	22	-1	22	10	4	20
O=C(COC(=O)CCCNC(=O)c1ccc(Cl)cc1)Nc1cc(Cl)ccc1Cl	12	2	-3	2	-2	0.3	-4	-11	-6
Cc1ccc(C(=O)O/N=C\c2ccc(N3CCCCC3)c([N+](=O)[O-])c2)cc1	24	2	-2	7	-4	0.2	2	-1	13
COc1ccc(CCNS(=O)(=O)c2cc3c(cc2C)NC(=O)CO3)cc1OC	15	5	-2	-8	-3	-0.1	-6	3	2
COc1cc2c(cc1OC)-c1cc(NC3CCCC3)nc(=O)n1CC2	11	-5	6	16	1	0.6	5	-2	-24
Cc1ccsc1C(=O)OCC(=O)NCc1ccco1	20	-8	2	2	0	-1.3	9	1	10

Ordered by the number under NR3A LBD binder (rising): some entries from above.
molecule | NALP3 yeast inh | APJ antag | APJ agonist | MPTP block | NR3A LBD binder
O=C(COC(=O)CCCNC(=O)c1ccc(Cl)cc1)Nc1cc(Cl)ccc1Cl | 12 | 2 | -2 | 0.3 | -11
C/C=C(\C)C(=O)N1CC2(CC(c3cccc(NC(=O)COc4ccc(Cl)cc4)c3)=NO2)C[C@@H]1C(N)=O (some centres undefined) | -2 | -8 | -3 | 1.0 | -3
COc1ccc(CCNS(=O)(=O)c2cc3c(cc2C)NC(=O)CO3)cc1OC | 15 | 5 | -3 | -0.1 | 3

The results go on.
SMILES	NALP3 yeast inh	APJ antag	beta cell repl	tim10-1 inh	APJ agonist	MPTP block	tim23-1 inh	NR3A LBD binder	TIM10 inh
CC(=O)NCC(=O)N(Cc1ccco1)C1(C(=O)NC2CCCCC2)CCCCC1	-8	0	-1	2	8	-1.9	11	3	18
Cc1nc(-c2cccnc2)sc1C(=O)N/N=C/c1ccccc1Cl	0	7	-2	6	4	0.5	6	-2	26
COCc1n[nH]c(=S)n1-c1cccc2ccccc12	5	3	-2	21	0	-1.9	-7	-1	-2
COCc1cc(C)nc(SCC(=O)Nc2ccc3c(c2)OCO3)c1C#N	5	29	0	4	0	0.6	-4	2	8
COc1ccc(NC(=O)CC2SC(N)=NC2=O)c([N+](=O)[O-])c1 (centres undefined)	-1	-6	-2	9	-3	0.7	3	2	4
CCCC[C@@H]1CNCCN1CCc1cccc(F)c1	3	10	-3	3	2	4.5	0	0	3
CCCCC(=O)Nc1nnc(C)s1	6	13	0	-12	-3	-0.7	-5	1	1
COc1ccc(CCNS(=O)(=O)c2cn(C)c(=O)n(C)c2=O)cc1OC	17	14	-1	-1	-4	-0.8	13	3	-5
C/C=C/c1ccc(OCCCNCC(C)O)c(OC)c1 (centres undefined)	18	-4	0	0	-4	-4.1	-1	-3	-7
COc1ccc(C(O)P(=O)(OCCC(C)C)c2ccc(N(C)C)cc2)cc1 (centres undefined)	-6	10	2	29	-5	-0.6	34	0	38
CN(C)C(CNC(=O)c1ccc(C2SCCS2)cc1)c1ccccc1 (centres undefined)	26	21	0	17	0	-3.3	23	2	3
Cc1ccccc1Cn1nnc(C(=O)Nc2cccc(C)c2C)c1N	-4	-13	-2	19	-1	3.8	38	0	5
COc1ccc(S(=O)(=O)Nc2ccc(S(=O)(=O)Nc3nc(C)cc(C)n3)cc2)cc1OC	12	8	-1	-14	-3	0.0	4	-2	-10
O=C(CSc1nc2c(c(=O)n1-c1ccc(Br)cc1)SCC2)NCc1ccco1	15	-7	-2	25	0	-1.1	20	-9	26
C=CCn1c(=S)[nH]c2sc3c(c2c1=O)CCCC3	9	-2	-1	-3	-3	-0.1	13	0	4
O=C(Nn1c(C2CCCCC2)nc2ccccc2c1=O)c1cc(Cl)ccc1[N+](=O)[O-]	-11	1	-3	35	-2	8.2	14	-4	13
CCOc1ccccc1NC(=O)Cn1c(=O)oc2ccccc21	10	-7	-1	2	-4	-0.2	8	-4	8
Cc1nc(SCC(=O)NC2CCS(=O)(=O)C2)c(C#N)c(C)c1C (centres undefined)	12	2	1	-3	-3	-1.9	-3	-1	-12
O=[N+]([O-])c1ccccc1/C=N\N1CCN(c2ccccc2)CC1	22	17	-4	-5	-4	-0.7	31	-1	13
C=CCn1c(C)cc(C2=NNC(=NCc3ccccc3)SC2)c1C	7	11	-4	29	-6	16	22	0	13
Fc1ccccc1NC(=S)NCc1ccc(Cl)cc1	33	-15	-2	0	-3	21	39	-1	4
Cc1nc(N2CCN(S(=O)(=O)c3ccc(F)cc3)CC2)c2c(C)c(C)sc2n1	10	10	-2	25	-5	0.5	25	0	6
CC(=O)Nc1nnc(Cc2c[nH]c3ccccc23)s1	-5	-11	1	-5	-3	-0.1	5	0	1
COc1ccc2cc(CO)c(Cl)nc2c1	-6	21	-2	-1	-2	0.7	25	0	-14
COc1ccc(NC(=O)C(CC(=O)O)C(C)c2ccccc2)cc1 (centres undefined)	12	0	3	1	-2	-1.0	3	1	5
Cc1cnc(CNC(=O)c2ccc(OC3CCN(C(=O)C4CC4)CC3)cc2)cn1	10	2	-1	3	-1	0.1	18	0	6
N#Cc1cc(S(=O)(=O)c2ccc(F)cc2)c(N)[nH]c1=O	-3	19	4	17	-2	1.3	6	1	1
COc1ccc(/C=C/C(=O)c2ccc3c(c2)OCO3)cc1OC	17	-6	-8	12	-1	-1.1	44	1	28
COc1cc(CN2CCCC(CO)(Cc3cccc(Cl)c3)C2)cc2c1OCO2 (centres undefined)	9	-1	-5	2	-3	3.4	18	0	2
CCOc1ccc(NC(=O)CN(C)CC(=O)Nc2cccc(Cl)c2C)cc1OCC	23	3	-3	19	0	-1.2	-2	-1	4
CCCOCC(O)COc1ccccc1C(=O)N1CCOCC1 (centres undefined)	-2	2	-3	9	5	-0.9	11	-1	-5
COc1ccc(-c2ccc(SCC(=O)N3CCOCC3)nn2)cc1OC	5	9	-3	3	-3	-2.1	13	-3	9
O=C(OCn1nnc2ccccc2c1=O)c1cc(-c2ccccc2Cl)nc2ccccc12	12	10	-3	7	-3	-1.3	6	0	-13
COc1ccc(/C=N/NC(=O)c2nonc2N)cc1OC	0	-6	1	-1	1	3.0	-2	0	6
Clc1cc(Cl)c2nc(N3CCOCC3)sc2c1	18	1	-1	24	3	0.1	25	1	5
CCc1ccc(-c2ccc(SCC(=O)Nc3nnc(C)s3)nn2)cc1	23	1	-6	4	-4	-0.6	6	1	8
Cc1cccc(-c2cc3nc(C)cc(NCCCN(C)C)n3n2)c1	-8	10	-2	19	-2	0.0	-1	-10	7
Nc1c(C(=O)CSc2nnc(-c3ccccc3)o2)c(=O)[nH]c(=O)n1C1CC1	2	12	-2	-6	-1	-2.5	-3	4	-16
CC(=O)/C=C(\C)Nc1ccccc1O	21	-18	-5	-83	0	0.6	-18	4	-46
COc1ccc(C(=O)N/C(=C\c2cn(C)c3ccccc23)C(=O)NCCCn2ccnc2)cc1	-2	12	-1	10	-3	-0.9	13	-1	1

Of the compounds above, these have two or more sulfur atoms.
SMILES	NALP3 yeast inh	APJ antag	beta cell repl	tim10-1 inh	APJ agonist	MPTP block	tim23-1 inh	NR3A LBD binder	TIM10 inh
Cc1ccccc1Nc1nc(-c2sc(NC(=O)c3ccco3)nc2C)cs1	17	12	-7	25	-2	0.2	31	-2	11
CN(C)C(CNC(=O)c1ccc(C2SCCS2)cc1)c1ccccc1 (centres undefined)	26	21	0	17	0	-3.3	23	2	3
COc1ccc(S(=O)(=O)Nc2ccc(S(=O)(=O)Nc3nc(C)cc(C)n3)cc2)cc1OC	12	8	-1	-14	-3	0.0	4	-2	-10
O=C(CSc1nc2c(c(=O)n1-c1ccc(Br)cc1)SCC2)NCc1ccco1	15	-7	-2	25	0	-1.1	20	-9	26
C=CCn1c(=S)[nH]c2sc3c(c2c1=O)CCCC3	9	-2	-1	-3	-3	-0.1	13	0	4
Cc1nc(SCC(=O)NC2CCS(=O)(=O)C2)c(C#N)c(C)c1C (centres undefined)	12	2	1	-3	-3	-1.9	-3	-1	-12
Cc1nc(N2CCN(S(=O)(=O)c3ccc(F)cc3)CC2)c2c(C)c(C)sc2n1	10	10	-2	25	-5	0.5	25	0	6
CCc1ccc(-c2ccc(SCC(=O)Nc3nnc(C)s3)nn2)cc1	23	1	-6	4	-4	-0.6	6	1	8

This is a random part of the collection; 7.2% or so of the library scored in one or more.
